# Screening results from PubChem.
# EBI2 block = EBI2 receptor antagonists, beta-arrestin recruitment, primary screen, cell-based, luminescence, 7a,25-OHC stimulation, uHTS; G-protein coupled receptor 183 (Homo sapiens), P32249; 7a,25-OHC stimulated; inhibition, % at 5 µM; actives 0.81% (n = 360,000); in the data active = inhibition above about 38%;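 note: enzyme fragment complementation signal reports receptor beta-arrestin coupling in cells; 0% = agonist plus DMSO wells and 100% = wells without agonist; some results beyond the cut were filed as inactive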
# Gli-Sufu block = Gli-Sufu pathway antagonists, primary screen, luciferase luminescence, Sufu-KO-LIGHT cells, uHTS | Sufu-KO-LIGHT fibroblasts, Gli luciferase reporter luminescence | inhibition, % at 5 µM | actives 0.74% (n = 340,000);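 active = inhibition above about 55%, limit read from the data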;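 note: 0% = DMSO-treated cells and 100% = wells with medium but no cells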
# Apaf-1 inh = inhibitors of human Apaf-1 apoptosome, primary screen, biochemical, DEVD-Rh110 fluorescence, uHTS; Apoptotic protease-activating factor 1 (Homo sapiens), O14727; AID 489030, 2010; actives 0.71% (n = 330,000); inhibition, % at 20 µM; reconstituted apoptosome caspase-3 activity; active = inhibition of at least 40% at 20 µM;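 note: plate controls were DMSO wells for no effect and DEVD-CHO caspase inhibitor wells for full effect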
# Target sequence (O14727 whole entry, looked up): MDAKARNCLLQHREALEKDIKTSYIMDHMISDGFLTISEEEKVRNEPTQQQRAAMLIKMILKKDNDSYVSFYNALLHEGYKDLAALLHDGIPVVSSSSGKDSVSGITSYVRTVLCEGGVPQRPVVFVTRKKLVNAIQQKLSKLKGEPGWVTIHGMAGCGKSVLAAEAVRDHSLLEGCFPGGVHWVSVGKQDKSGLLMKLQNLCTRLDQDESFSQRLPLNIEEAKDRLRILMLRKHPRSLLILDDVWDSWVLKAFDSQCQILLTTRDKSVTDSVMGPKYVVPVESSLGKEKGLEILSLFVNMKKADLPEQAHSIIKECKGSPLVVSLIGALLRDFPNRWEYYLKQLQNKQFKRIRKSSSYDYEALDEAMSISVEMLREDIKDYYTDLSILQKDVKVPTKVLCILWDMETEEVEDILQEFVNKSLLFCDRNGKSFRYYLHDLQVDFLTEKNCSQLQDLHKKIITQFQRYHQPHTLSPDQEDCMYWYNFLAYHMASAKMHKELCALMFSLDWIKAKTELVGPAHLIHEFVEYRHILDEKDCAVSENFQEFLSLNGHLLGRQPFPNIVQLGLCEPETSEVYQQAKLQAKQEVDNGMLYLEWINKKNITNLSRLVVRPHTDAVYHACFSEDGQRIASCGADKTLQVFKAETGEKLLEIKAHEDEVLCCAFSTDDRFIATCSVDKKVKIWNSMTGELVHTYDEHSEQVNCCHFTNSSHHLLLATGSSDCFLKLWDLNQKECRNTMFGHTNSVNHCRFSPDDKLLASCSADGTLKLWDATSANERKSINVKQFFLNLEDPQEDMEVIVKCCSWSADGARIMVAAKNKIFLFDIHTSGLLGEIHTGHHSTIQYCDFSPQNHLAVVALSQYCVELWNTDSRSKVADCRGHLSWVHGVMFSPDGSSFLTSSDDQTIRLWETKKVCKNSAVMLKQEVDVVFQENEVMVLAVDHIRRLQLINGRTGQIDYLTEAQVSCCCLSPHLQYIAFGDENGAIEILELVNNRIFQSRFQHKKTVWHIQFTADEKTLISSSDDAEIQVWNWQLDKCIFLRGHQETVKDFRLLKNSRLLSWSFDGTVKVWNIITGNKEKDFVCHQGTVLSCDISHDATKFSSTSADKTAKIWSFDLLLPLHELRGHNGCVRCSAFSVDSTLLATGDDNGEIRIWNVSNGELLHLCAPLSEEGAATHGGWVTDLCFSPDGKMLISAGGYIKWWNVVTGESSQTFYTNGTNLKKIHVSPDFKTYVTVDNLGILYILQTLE
#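 detection = Rh110 fluorescence intensity | test system = biochemical Apaf-1 apoptosome reconstitution | also added = cytochrome c and DEVD-Rh110 substrate | schedule = 30 min plus 50 min, RT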
# 697 NFkB inh = inhibitors of PMA/ionomycin-induced NF-kB reporter, 697 cells, primary screen, B-cell NF-kB inhibitor project, cell-based, luminescence, uHTS; actives 0.33% (n = 330,000); inhibition, % at 4 µM; 697 B-cell NF-kB luciferase reporter, 16 h; AID 435022, 2010; in the data active = inhibition above about 35%
# Jurkat NFkB inh = inhibitors of induced NF-kB luciferase reporter, primary screen, TCR NF-kB activation inhibitor project, cell-based, luminescence, uHTS; Jurkat, PMA/ionomycin-induced NF-kB luciferase reporter; inhibition, % at 4 µM; actives 0.53% (n = 330,000); AID 435003, 2010
# CCR6 antagonist = CCR6 receptor antagonists, primary screen, cell-based, CHO-K1, luminescence, beta-arrestin, uHTS. C-C chemokine receptor type 6 (Homo sapiens), P51684. CHO-K1 CCR6 PathHunter beta-arrestin, CCL20-stimulated. inhibition, % at 20 µM. actives 0.49% (n = 340,000). AID 493098, 2011;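 active = compounds whose inhibition of the agonist-driven luminescence signal at 20 µM reaches about 50%, limit read from the data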;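 note: cells stimulated with CCL20 at 14 nM final; plate controls were DMSO with CCL20 for no effect and DMSO without agonist for full effect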
# SENP8 inh = SENP8 protease inhibitors, primary screen, biochemical, luminescence; purified SENP8, Z-RLRGG-aminoluciferin cleavage; Sentrin-specific protease 8 (Homo sapiens), Q96LD8; inhibition, % at 10 µM; actives 1.2% (n = 330,000); AID 2540, 2010
# UBC13 polyUb = UBC13 polyubiquitin chain formation inhibitors, primary screen, biochemical, TR-FRET, uHTS. Ubiquitin-conjugating enzyme E2 N (Homo sapiens), P61088. inhibition, % at 20 µM. actives 0.47% (n = 330,000). AID 485273, 2010; in the data active = inhibition above about 45%, passing the limit was not always enough
# An asterisk follows results filed as active; . = not tested or not shown. Cut-off read from the data, not from the text of the source, unless noted: active = inhibition above about 50%; inactive = the rest.
SMILES,EBI2 block,Gli-Sufu block,Apaf-1 inh,697 NFkB inh,Jurkat NFkB inh,CCR6 antagonist,SENP8 inh,UBC13 polyUb
O=C(N/C(=C/C=C/c1ccccc1)C(=O)N1CCOCC1)c1ccccc1Br,5,4,7,-20,-16,13,-13,-18
O=C(NC(=S)Nc1ccc(Oc2ccccc2)cc1)c1ccc(Cl)cc1,-7,-4,2,-9,1,46,-1,-5
Cc1ccc(S(=O)(=O)Cn2nnnc2C(c2ccccn2)N2CCN(c3ccccc3)CC2)cc1 (stereo unspecified),2,-2,1,-11,-7,12,-3,-3
Cc1[nH]nc2c1C1(CCOCC1)C(C#N)=C(N)O2,0,5,-12,14,9,3,4,-1
COc1ccc(C(=O)Nc2cccc(C(=O)N3CCN(C)CC3)c2)cc1,-2,-10,1,-22,-15,-7,7,3
Cn1cccc1Cc1nnc(SCC(=O)N2CCN(c3ccccc3)CC2)n1-c1ccc(F)cc1,1,-18,-6,9,10,12,-5,9
COCc1c(Br)c(C)nc(OCC(=O)N/N=C/c2ccc(C)o2)c1C#N,18,-6,7,-6,9,5,-3,7
CCN(CC)c1ccc(CN(C(=O)c2ccco2)C2CCS(=O)(=O)C2)cc1 (stereo unspecified),-25,5,-2,2,5,-12,-1,1
O=C(C1=C(O)C(=O)N(CCCN2CCOCC2)C1c1ccccn1)c1cc2ccccc2o1 (stereo unspecified),-2,-3,-3,4,17,-7,5,-4
COc1cc2cc(CN(CCCN3CCOCC3)C(=O)Nc3ccccc3F)c(=O)[nH]c2cc1OC,0,8,-10,0,4,-12,6,4
Cc1ccc(C(=O)N/N=C\c2ccc(Br)o2)o1,-7,1,-16,6,-11,-2,-10,-21
COC(=O)c1c(C)[nH]c(C(=O)OCC(=O)NC(C)(C)C)c1C,4,-1,1,-12,10,2,3,6

# The last four entries of the section above come first, to join the parts.
SMILES,EBI2 block,Gli-Sufu block,Apaf-1 inh,697 NFkB inh,Jurkat NFkB inh,CCR6 antagonist,SENP8 inh,UBC13 polyUb
O=C(C1=C(O)C(=O)N(CCCN2CCOCC2)C1c1ccccn1)c1cc2ccccc2o1 (stereo unspecified),-2,-3,-3,4,17,-7,5,-4
COc1cc2cc(CN(CCCN3CCOCC3)C(=O)Nc3ccccc3F)c(=O)[nH]c2cc1OC,0,8,-10,0,4,-12,6,4
Cc1ccc(C(=O)N/N=C\c2ccc(Br)o2)o1,-7,1,-16,6,-11,-2,-10,-21
COC(=O)c1c(C)[nH]c(C(=O)OCC(=O)NC(C)(C)C)c1C,4,-1,1,-12,10,2,3,6
Cc1nc(NC(=O)CSc2nc(N)cc(N)n2)sc1C,-7,-23,3,-14,-4,-12,7,4
COc1cc(/C=N/NC(=O)c2cccnc2)ccc1OCC(=O)Nc1ccccc1Cl,3,-10,-3,7,-60,-5,4,22
Cc1ccc(-c2noc(CCC(=O)NCCc3ccccc3Cl)n2)cc1,21,0,-4,10,9,31,-4,0
COCCCNC(=O)c1ccc(Cn2c(=O)c3ccccc3n(CC(=O)NCc3ccco3)c2=O)cc1,5,-10,-3,6,2,10,5,8
O=C(O)CCn1[nH]c(=O)c2ccccc2c1=O,6,-3,-1,5,5,-7,-3,8
CCOC(=O)C1CCCN(C(=O)Cn2ncc3c([nH]c4ccc(C)cc43)c2=O)C1 (stereo unspecified),-10,4,6,7,3,18,5,-6
COc1ccc2[nH]c(=O)c(CN(CC3CCCO3)S(=O)(=O)c3ccccc3F)cc2c1 (stereo unspecified),-5,29,10,12,-3,1,-1,8
COCCCN(C(=O)c1ccccc1)c1nc(-c2ccc(OC)cc2)cs1,27,12,14,-31,6,10,-6,0
CC(C)(C)c1nnc(NC(=O)Cc2ccccc2[N+](=O)[O-])s1,-8,-7,11,0,2,17,2,-6
CC1CC(C)CN(CCCNC(=O)c2ccc3nc(N4CCOCC4)sc3c2)C1 (stereo unspecified),-3,-6,15,9,-23,4,-4,4
O=C(CCN1CCCCC1c1cccnc1)NCc1ccccc1 (stereo unspecified),0,8,-8,3,1,-3,3,-1
CCCNC(=O)Cn1nc(C)n2c(cc3cc(F)ccc32)c1=O,-5,-17,13,-10,-38,16,-9,-8
CC(=O)CSc1ncnc2c1cnn2-c1ccccc1,-5,-74,7,-172,-68,13,-6,-8
CN(C)/C=C1\C(=O)N(c2ccc(Cl)cc2)CS1(=O)=O,-18,-57,-8,-56,-47,-14,-6,9
CCN(CC)c1ccc(C(=O)OCC(=O)Nc2ccc3[nH]c(=O)[nH]c3c2)cc1,-2,5,4,3,7,18,-1,-6
O=C(Oc1ccc(F)cc1C(=O)/C=C/c1cccs1)c1cccc([N+](=O)[O-])c1,-25,-1,16,-40,35,13,-8,-18
Cc1c(-c2cc[n+]([O-])cc2)oc2ccc(Br)cc2c1=O,.,.,-2,-22,-19,.,-7,-15
COc1ccc(C)cc1N(CC(=O)N/N=C/c1ccccc1C(=O)O)S(=O)(=O)c1ccccc1,14,-13,10,0,-17,6,-7,-10
O=C(NCC1CCCO1)c1cc(-c2ccccc2F)no1 (stereo unspecified),2,-21,-6,-63,-67,7,3,4
CCOC(=O)c1c(-c2cccs2)csc1NC(=O)CN1CCOCC1,5,5,25,-18,-10,20,2,8
Cc1nc(C)n(C(C)CNC(=O)c2cccc(Br)c2)n1 (stereo unspecified),-6,21,-1,6,17,11,0,5
O=C(N/N=C/c1cccc([N+](=O)[O-])c1)c1ccc(COc2ccccc2-c2ccccc2)cc1,20,-13,15,0,8,11,0,-6
COc1ccc(C=O)cc1Cn1c(C)cc(C)c(C#N)c1=O,7,-10,12,-6,2,6,-6,-2
Cc1ccc(S(=O)(=O)N2CCCCCC2)cc1C(=O)NCc1ccccn1,-6,-23,-1,9,1,-2,0,4
COc1ccc(OCC(=O)N2CCC3(CC2)CC(=O)c2ccccc2O3)cc1,77*,2,1,-20,3,6,-20,-2
CSc1nc(C)c(C(=O)C[n+]2ccccc2)cc1C#N,-7,-7,-4,17,1,-1,-1,10
COc1ccccc1/C=C/C(=O)OCC(=O)Nc1ccc2c(c1)OCCO2,-2,-4,12,-14,-16,17,-24,6
COc1ccc(S(=O)(=O)Cc2ccc(C(=O)NCc3ccc(C)cc3)o2)cc1,8,-33,-2,-3,16,0,0,0
CCc1nnc(NC(=O)c2ccc(S(=O)(=O)N3CCCC(C)C3)cc2)s1 (stereo unspecified),-1,-25,3,6,0,-1,0,7
Nc1nc(SCCO)[nH]c(=O)c1NC(=O)c1ccccc1F,1,-4,-1,-3,6,-14,-9,-6
Cc1ccc(S(=O)(=O)NNC(=O)C(O)(c2ccccc2C)c2ccccc2C)cc1,-4,2,10,0,-8,-6,0,2
CC(C)(C)NS(=O)(=O)c1ccc(CCC(=O)NCc2cccnc2)cc1,-15,-5,-20,17,15,-2,6,5
O=C(Nc1c(F)cccc1F)C1CCN(C(=O)c2cccs2)CC1,0,18,0,1,-10,9,-8,2
CCN(c1cccc(C)c1)S(=O)(=O)c1ccc2c(c1)NC(=O)CS2,13,-11,17,-17,9,2,-1,-4
O=C(/C=C1\NC2(CCCC2)Cc2ccccc21)N1CCOCC1,-17,22,9,15,0,28,-3,-13
CC1(C)CC(=O)C(C=Nc2ccccc2)=C(O)C1,-10,13,-6,3,3,11,-12,-9
COc1cc(NC(=O)COC(=O)c2ccc(S(=O)(=O)N3CC(C)CC(C)C3)cc2)c(C)cc1[N+](=O)[O-] (stereo unspecified),12,7,-4,20,7,6,-4,-2
Clc1ccc2c(c1)C(C1=NCCN1)c1ccccc1CS2 (stereo unspecified),1,9,3,5,63*,6,-4,6
Cc1cc(Nc2ccc(Br)cc2)nc2ccccc12,25,-20,1,-18,-20,-20,-7,15
O=C(c1ccc(CS(=O)(=O)Cc2ccccc2)cc1)N1CCCCC1,-10,3,7,14,4,-6,-1,2
COc1ccc(CCNS(=O)(=O)c2ccc(Cl)cc2)cc1OC,-11,4,-1,10,11,-2,2,7
CCCNc1nc2c(c(=O)n(C)c(=O)n2C)n1Cc1ccc(F)cc1,-6,45,5,-27,6,6,-1,17
CCNC(=S)Nc1cc(C)ccn1,-10,-1,-12,-13,-16,11,2,3
CCOc1ccc(NS(=O)(=O)c2ccc3c(c2)n(C)c(=O)n3C)cc1,-3,6,2,-17,-22,4,-4,-4
CC1(NC(=O)Cc2ccc(S(=O)(=O)N3CCOCC3)s2)CCS(=O)(=O)C1 (stereo unspecified),-4,-16,-3,3,11,-5,3,0
CNS(=O)(=O)c1cccc(C(=O)OCC(=O)Nc2ccc(OC)cc2[N+](=O)[O-])c1,-4,5,4,-16,15,-18,-10,-18
CCCCN(C)CCNC(=O)C1CCN(S(=O)(=O)c2cccc3nsnc23)CC1,2,13,-2,-10,-13,4,6,-4
CCN(CC)S(=O)(=O)c1ccc(Cl)c(NC(=O)COC(=O)C2CCCCC2)c1,5,-6,7,9,3,18,1,13
CCC(c1nnnn1Cc1ccco1)N(CCc1ccccc1)Cc1cc2cc(C)ccc2[nH]c1=O (stereo unspecified),-2,-4,4,-27,-9,24,-1,-23
C=CCn1c(SCC(=O)Nc2ccc3c(c2)OCCO3)nnc1-c1ccccn1,1,2,2,10,5,-2,-2,4
Cc1nc(C(=O)Nc2ccc(F)cc2)nn1-c1ccc([N+](=O)[O-])cc1,7,4,9,14,-4,4,4,-2
CCOC(=O)NNc1ccc2nonc2c1[N+](=O)[O-],.,7,96*,-4,9,21,61*,-82
COc1ccccc1N(C)S(=O)(=O)c1ccc(C)c(C(=O)N2CCCCCC2)c1,-8,18,9,6,1,5,-3,3
CC(C)n1c(SCC(=O)NCc2ccco2)nc2c1c(=O)n(C)c(=O)n2C,1,-3,-7,16,12,7,-2,6
CC1=C(C)CC(C(=O)Nc2nc(-c3ccc(F)cc3)c(C)s2)C(C(=O)O)C1 (stereo unspecified),-4,-3,6,10,1,2,-8,-7
Cc1cc(Cl)ccc1OC(C)C(=O)NCCc1ccc2c(c1)OCCO2 (stereo unspecified),7,-1,2,4,13,12,-4,8
O=C(CSc1nc(=O)n2ccccc2n1)NCc1ccccc1Cl,5,3,48*,-11,1,2,-6,-3
COc1cccc(/C=C2\SC(N3CCC(C)CC3)=NC2=O)c1OC,6,-3,8,6,1,19,0,-3
Nc1c(Sc2ccccc2)c(=O)[nH]c(=O)n1Cc1ccccc1,2,3,-1,-3,-27,25,-4,1
Cc1cc(C(=O)OCC(=O)NC2CCCC(C)C2C)c(C)o1 (stereo unspecified),-2,-2,-38,6,-1,1,1,4
# The list continues:
SMILES,EBI2 block,Gli-Sufu block,Apaf-1 inh,697 NFkB inh,Jurkat NFkB inh,CCR6 antagonist,SENP8 inh,UBC13 polyUb
CCOc1ccc(-n2ccnc(SCC(=O)Nc3ccc(OC)cc3OC)c2=O)cc1,17,-8,11,6,-4,11,13,25
Cc1cc(C#N)c(C)c(SCc2[nH]nc3c2C(c2ccccc2)C(C#N)=C(N)O3)n1 (stereo unspecified),68*,58*,9,3,-5,20,-13,-12
COc1cc(CNCCC2CCOC(C)(C)C2)ccc1O (stereo unspecified),8,5,5,3,3,-13,-3,0
COc1ccccc1Oc1ccc(NC(=O)c2ccccc2C)cc1,10,14,10,-27,-13,14,-8,-22

# Given bar-delimited: 2 of the compounds above
Structure | EBI2 block | Gli-Sufu block | Apaf-1 inh | 697 NFkB inh | Jurkat NFkB inh | CCR6 antagonist | SENP8 inh | UBC13 polyUb
COc1ccccc1Oc1ccc(NC(=O)c2ccccc2C)cc1 | 10 | 14 | 10 | -27 | -13 | 14 | -8 | -22
CCOc1ccc(-n2ccnc(SCC(=O)Nc3ccc(OC)cc3OC)c2=O)cc1 | 17 | -8 | 11 | 6 | -4 | 11 | 13 | 25

# Part of the list above, showing only Jurkat NFkB inh.
SMILES	Jurkat NFkB inh
Cc1cc(C#N)c(C)c(SCc2[nH]nc3c2C(c2ccccc2)C(C#N)=C(N)O3)n1 (stereo unspecified)	-5
COc1cc(CNCCC2CCOC(C)(C)C2)ccc1O (stereo unspecified)	3

# The list is partial (hit frequency here may not be typical).
